# Compound activity from PubChem.
# RAD52 anneal inh: inhibitors of human RAD52 DNA annealing | P43351 | recombinant RAD52 DNA annealing, FRET fluorescence | inhibition, % at 18.7 µM | 360,000 compounds, 0.46% hits | AID 651710;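 active = every replicate showing at least 50% inhibition; inconclusive = mean inhibition at least 50% but not in every replicate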
# esBAF inh: inhibitors of esBAF chromatin remodeling in mouse ES cells. Bmi1-luciferase knock-in reporter, 24 h; 100% = twice the neutral-well signal. reporter increase, % at 12.5 µM. 350,000 compounds, 2% hits. AID 602393; in the data active = activation above about 40%; inconclusive = no clear call, values can overlap the other calls;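 also: 0% = median of the plate's neutral control wells and 100% = double that signal; a rise in the Bmi1 reporter signal indicates esBAF inhibition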
# ERp5 inh: ERp5 (human) disulfide isomerase inhibition | Q15084 | inhibition, % at 9.99 µM | ERp5 insulin aggregation, absorbance 650 nm, 90 min | AID 651711 | 350,000 compounds, 0.05% hits;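 active = mean replicate inhibition above about 25%, with every replicate also reaching it, limit read from the data, passing the limit was not always enough; inconclusive = only one of those two criteria met; inactive = neither criterion met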
# E-sel inducer: E-selectin induction on HUVECs; P16581; HUVEC E-selectin immunofluorescence imaging; normalized: neutral wells 0, TNF-alpha wells 100; activation, % at 7.58 µM; 260,000 compounds, 0.37% hits; AID 686992;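 active = mean E-selectin-positive cell signal at least 10% of the positive control, reached in at least 60% of replicates, without over 20% cell loss; inconclusive = no rule given, readout overlaps actives, possibly toxicity-flagged; inactive = the rest, including those meeting only one limit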;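 also: in these data hits start at about 27%; measured in HUVEC primary endothelial cells; signal is the percent of cells scored E-selectin positive by PE staining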
#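 Test system – human umbilical vein endothelial cells (HUVEC), E-selectin induction · Input – 3,000 HUVEC seeded per well · Buffer or medium – EGM-2, gelatin · Compound dosing – single-point compound dose · Detection – immunofluorescence imaging · Measure – percent E-selectin-positive cells · Controls – TNF-alpha high, DMSO low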
# S100A4 MyoIIA: inhibitors of human S100A4 binding to myosin IIA peptide; AID 652163; inhibition, % at 10.7 µM; 360,000 compounds, 0.14% hits; P26447; S100A4/TAMRA-MyoIIA peptide fluorescence polarization;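 active = mean inhibition of at least 70% across replicates, with every replicate also reaching that level; inconclusive = mean inhibition reaches 70% but some replicates fall short; inactive = mean inhibition below 70%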
# Target sequence (P26447 whole entry, looked up): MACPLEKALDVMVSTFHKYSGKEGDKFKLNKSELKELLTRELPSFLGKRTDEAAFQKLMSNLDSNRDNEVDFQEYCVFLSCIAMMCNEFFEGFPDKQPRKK
#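 System – human S100A4 monomer protein, biochemical binding assay · Buffer or medium – Calcium-containing HEPES buffer, pH 7.2 · Timing – 5 min between mix addition and reading · Also added – TAMRA-labelled myosin IIA heavy-chain peptide probe, 5 nM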
# RAD54 branch: blocks human RAD54 Holliday junction branch migration. FAM/BHQ fluorescence. Q92698. 360,000 compounds, 0.14% hits. inhibition, % at 10.4 µM;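 active = mean normalized replicate activity at least 40 and at least half of replicates scoring 40 or more; inconclusive = only one of the two criteria met; inactive = mean below 40 and under half of replicates reaching 40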;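 also: 0% = median of neutral control wells and 100% = median of positive control wells; inhibitors cause a drop in the FAM fluorescence signal; in these data hits start at about 50%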
# ERAP1 inh: inhibitors of human ERAP1 aminopeptidase; Q9NZ08; recombinant ERAP1, Leu-AMC fluorescence, 60 min; inhibition, % at 10.7 µM; 340,000 compounds, 0.15% hits; AID 652197;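 active = mean replicate inhibition of at least 30%, or all replicates individually reaching that 30% level; inactive = mean below 30% and not every replicate reaching it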;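 also: 0% = neutral control wells and 100% = L-leucinethiol positive control wells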
# Target sequence (Q9NZ08 whole entry, looked up): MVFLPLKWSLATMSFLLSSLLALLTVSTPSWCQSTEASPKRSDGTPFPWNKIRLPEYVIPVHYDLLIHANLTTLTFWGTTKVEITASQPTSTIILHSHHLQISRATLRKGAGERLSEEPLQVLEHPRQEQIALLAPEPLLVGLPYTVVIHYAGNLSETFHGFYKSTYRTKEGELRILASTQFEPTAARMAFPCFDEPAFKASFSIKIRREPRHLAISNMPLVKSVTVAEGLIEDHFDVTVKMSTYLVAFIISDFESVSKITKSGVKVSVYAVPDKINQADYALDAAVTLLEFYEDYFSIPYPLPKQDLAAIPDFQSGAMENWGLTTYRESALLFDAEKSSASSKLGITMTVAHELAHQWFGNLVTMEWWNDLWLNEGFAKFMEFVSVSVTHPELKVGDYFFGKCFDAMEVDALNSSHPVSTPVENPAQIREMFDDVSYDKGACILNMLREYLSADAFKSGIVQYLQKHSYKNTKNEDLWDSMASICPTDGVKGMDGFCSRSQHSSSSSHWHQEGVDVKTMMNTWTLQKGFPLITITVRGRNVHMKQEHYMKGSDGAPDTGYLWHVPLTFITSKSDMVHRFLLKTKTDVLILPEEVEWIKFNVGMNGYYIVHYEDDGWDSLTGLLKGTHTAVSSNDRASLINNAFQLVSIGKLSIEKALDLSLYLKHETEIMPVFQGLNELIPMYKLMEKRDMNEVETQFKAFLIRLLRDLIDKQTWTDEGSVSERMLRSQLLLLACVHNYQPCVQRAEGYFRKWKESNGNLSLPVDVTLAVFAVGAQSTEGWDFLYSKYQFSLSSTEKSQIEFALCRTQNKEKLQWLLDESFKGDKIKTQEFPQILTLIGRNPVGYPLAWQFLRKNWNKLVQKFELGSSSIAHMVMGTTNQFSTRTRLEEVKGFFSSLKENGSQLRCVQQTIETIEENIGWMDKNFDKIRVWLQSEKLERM
# XiGFP reactiv: reactivates the inactive X chromosome in mouse fibroblasts | XiGFP mouse fibroblasts, % GFP-positive cells imaging, 3 d; cells co-treated with 5-aza-dC sensitizer; scaled so ellipticine positive control = 100% | activation, % at 7.58 µM | 360,000 compounds, 0.055% hits | AID 743238;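 active = mean normalized replicate activation at least 10% and every replicate at or above 10%; inconclusive = only one of the two criteria met; inactive = mean below 10% and not all replicates reach 10%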;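 also: 0% = median of on-plate neutral control wells and 100% = ellipticine 6 µM median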
#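 System: SV40-immortalized XiGFP fibroblast cells, line 68-5-11 / Incubation: 3-day compound exposure, then 15 min fixation at room temperature / Compound: single concentration per compound, delivered by pin transfer / Buffer or medium: DMEM plus 5-aza-dC sensitizer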
# An asterisk follows results filed as active; i = inactive; ? = inconclusive; / = no result given; & = joins results of further samples. Rows are unselected; about 2.5% have a hit in one of these screens.
SMILES,RAD52 anneal inh,esBAF inh,ERp5 inh,E-sel inducer,S100A4 MyoIIA,RAD54 branch,ERAP1 inh,XiGFP reactiv
COc1cccc(CN(C)C(=O)C2CC(=O)N(c3ccc4c(c3)OCCO4)C2)c1 (centres undefined),2,/,-3,-1.5,13,/,1,0.4
Cc1nc(N2CCOCC2)sc1C(=O)NN,-14,/,1,1.3,-5,/,1,0.0
COc1ccc(/C(C)=N/NC(=O)CNC(=O)c2ccco2)cc1,-9,-7,0,/,2,/,1,0.1
COCCNC(=O)C[C@@H]1C[C@@H]2c3cc(NC(=O)Nc4ccccc4)ccc3O[C@@H]2[C@H](CO)O1,10,1,1,0.2,4,3,-2,0.0
CCN1C(=O)c2ccccc2S(=O)c2ccc(C(=O)N3CCN(C(=O)c4ccco4)CC3)cc21 (centres undefined),-18,2,-4,0.2,-1,3,-5,0.0
CN=c1scc(-c2ccccc2F)n1/N=C/c1ccc[nH]1,-4,-83,-2,/,21,/,-2,0.1
Cc1cc(C)cc(-c2nnc(SCC(=O)NC3CC3)o2)c1,-7,5,2,-0.5,-3,-7,-1,0.1
CC(C)(C)c1ccc(C(=O)NCc2ccco2)cc1,-8,?,0,/,-2,-5,-1,0.2
CCCCNC(=O)CN1C(=O)NC2NC(=O)NC21 (centres undefined),1,-6,3,2.4,1,0,/,0.2
CCCC(=O)Nc1ccc2c(c1)C(=O)N(C)C[C@@H](OC)[C@@H](C)CN(CC1CCCC1)[C@H](C)CO2,-7,-5,2,-0.1,-1,4,-1,0.0
CCCCNC(=O)[C@@H]1CC=C[C@@H]2CCN(Cc3ccc(Cl)c(Cl)c3)C(=O)[C@@H]21,-12,4,-2,-0.7,1,-9,0,0.2
COc1cc(NC(=O)CN2C(=O)C(C)N(c3ccc(C)cc3)C2=O)cc(OC)c1 (centres undefined),-6,-1,-6,/,-5,-2,2,0.3
COc1cc(/C=C2/C(=N)N3N=C(C(C)C)SC3=NC2=O)ccc1OS(=O)(=O)c1ccccc1,-67,1,2,/,-4,5,3,/
O=C(CSCc1c(F)cccc1Cl)Nc1cccnc1,-4,/,-10,4.3,5,/,-1,0.0
COc1cc(C(=O)Nc2cccnc2)cc(OC)c1OC,2,-8,0,/,9,5,1,-0.1
Cc1cc(/C=C(\C#N)C(=O)N2CCCCC2)cc(C)c1O,-20,16,0,9.4,-4,11,0,0.4
C[C@@H]1CCCCO[C@@H](CN(C)C(=O)CCC(F)(F)F)[C@@H](C)CN([C@@H](C)CO)C(=O)c2cc(NS(=O)(=O)c3ccccc3)ccc2O1,1,-1,2,0.2,-1,-1,-21,-0.9
CCN(CC)C(=O)C1=C(C)N(Cc2ccccc2)C(=O)C(CC(=O)NCc2cccs2)C1 (centres undefined),-10,-8,-3,-0.3,-1,-9,0,-0.1
COc1ccc(Cl)cc1NC(=O)CNc1ccccc1CN(C)C1CCCCC1,-9,/,7,0.1,-4,/,-3,0.4
C=CCN(C(=O)c1cccc(N2C(=O)C3CC=CC(C)C3C2=O)c1)c1ccccc1 (centres undefined),-3,/,8,-0.2,-1,/,1,0.1
O=C(Cn1nnc2ccccc2c1=O)NCCc1ccc(Cl)cc1Cl,-8,/,-4,1.2,1,/,-4,-0.1
CC(=O)C1=CCC(c2ccc(C)cc2)N(S(=O)(=O)c2ccc(Cl)cc2)C1 (centres undefined),-16,-3,-21,-0.1,3,11,0,0.0
COc1cc2ncnc(NCc3cccc(F)c3F)c2cc1OC,5,-4,4,0.1,4,-4,0,0.0
COc1cccc(S(=O)(=O)N[C@@H]2CC[C@H](CCn3cc(-c4ccccc4OC)nn3)O[C@H]2CO)c1,-5,1,0,-0.4,-1,0,1,0.2
OC(COc1ccc2ccccc2c1)CN1CCCC1 (centres undefined),-11,9,-1,/,-1,3,0,/
O=C(CN(CCO)c1ccccc1)Nc1cccc(S(=O)(=O)N2CCCC2)c1,-17,4,4,0.3,0,-2,-1,-0.1
COc1ccc(C#Cc2ccc([C@H]3[C@H](CO)N4CCCCN(C(=O)c5ccncc5)C[C@@H]34)cc2)cc1,-19,11,-6,-0.6,-18,5,0,0.2
C[C@H](NC(=O)[C@H]1[C@H](CO)[C@H]2Cn3c(ccc(-c4cccnc4)c3=O)[C@@H]1N2C)c1ccccc1,1,2,2,-0.2,4,-5,-1,0.2
O=C(c1ccc2c(c1)OCO2)N1CC(=O)N2[C@@H](CO)[C@H](c3ccc(C#Cc4ccccc4)cc3)[C@@H]2C1,-17,/,-3,-0.6,114*,/,-2,0.0
C[C@H]1CN([C@@H](C)CO)C(=O)c2cccc(NC(=O)Nc3cccc4ccccc34)c2O[C@@H]1CN(C)C(=O)Nc1ccc(C(F)(F)F)cc1,-11,6,79*,1.2,13,-5,-2,-0.1
C/C=C/c1cccc(-c2nc(C(=O)NC3CCC3)cc3c2[C@@H](CCO)N(S(=O)C(C)(C)C)C3)c1 (some centres undefined),-29,-12,0,0.0,0,5,11,0.4
CO[C@H]1CN(C)C(=O)c2cc(NC(C)=O)ccc2OC[C@H](C)N(S(C)(=O)=O)C[C@H]1C,-9,-2,5,-0.4,-1,-7,-4,0.2
O=C1c2ccccc2C(c2nnnn2-c2ccc3c(c2)OCCO3)N1CCOc1ccccc1 (centres undefined),0,/,-4,-3.7,-4,/,/,0.0
CCc1ccccc1NC(=S)N(Cc1cccc(C)c1)c1cccnc1,-2,/,7,0.3,-6,/,2,0.0
Cc1ccc(CSCC(=O)N(C)CC(=O)Nc2ccccc2C(F)(F)F)cc1,0,10,-3,-0.8,5,-12,-3,0.0
Cc1ccc(S(=O)(=O)N[C@@H]2CC[C@H](CC(=O)N3CCN(c4ccccc4)CC3)O[C@@H]2CO)cc1,-8,8,1,-2.0,2,0,0,-0.1
COCCN1C(=O)c2oc3ccccc3c(=O)c2C1c1ccc(OC)c(OC)c1 (centres undefined),-6,-6,2,1.2,-1,-12,0,0.2
O=C(COC(=O)/C=C/c1ccc(Br)o1)NCCCN1CCCC1=O,-2,/,3,5.1,-5,/,2,0.0
O=S(=O)(Cc1noc(-c2ccc(Cl)cc2)n1)Cc1ccco1,-6,/,/,/,-8,-2,0,-0.1
COCCC(=O)N1CCC(C(=O)Nc2ccc(Oc3ccccc3)nc2)CC1,-12,36,2,/,-4,-2,-1,0.0
CC(=O)N(C)C[C@@H]1[C@@H](c2ccc(-c3ccc(F)cc3)cc2)[C@H](CO)N1C(C)=O,-2,-7,8,-0.1,-7,3,2,0.0
CC(=O)c1cc(CN2CCC(C(=O)Nc3ccc(-n4nc(C)cc4C)cc3)CC2)cs1,-23,-1,-5,-1.6,-3,6,-1,0.4
COC(=O)c1sc(S(=O)(=O)NCCC(=O)O)c(C(=O)OC)c1C,-4,-7,0,-1.3,1,8,1,0.8
C/C(=N\NC(=O)c1cccc(S(=O)(=O)N2CCCC2)c1)c1ccco1,-10,/,6,/,1,/,0,0.0
S=c1[nH]nc(-c2ccncc2)n1/N=C/c1cn(-c2ccccc2)nc1-c1ccc(Cl)cc1,-6,/,/,/,20,-2,2,0.0
C=CCCC(=O)Nc1nc(C)c(-c2csc(Nc3ccc(Cl)cc3Cl)n2)s1,10,13,10,0.0,4,6,4,0.2
CCOC(=O)C1CCN(S(=O)(=O)c2ccc3c(c2)NC(=O)C(C)C(=O)N3)CC1 (centres undefined),-9,7,3,/,1,1,3,0.0
CCC(C)CCN1C(N(C)C)=NC[C@@H]1C (some centres undefined),-15,-2,0,-0.5,-7,-10,-4,0.0
CCn1cc(C(=O)OCC(=O)Nc2ccc(C(C)C)cc2)c(=O)c2ccc(C)nc21,-14,/,5,3.4,-7,/,7,0.0
O=C(C[C@H]1CC[C@H]2[C@@H](COC[C@H](O)CN2Cc2ccccc2)O1)NCCCN1CCOCC1,13&-4,-3,0&-1,0.0&3.2,9&-2,-3,-3,0.2&0.0
CN1C(=O)CSc2ccc(NC(=O)N3CCN(c4ccccc4)CC3)cc21,-25,/,3,/,-14,/,1,0.0
Cc1ccc(N(Cc2cc(=O)[nH]c3ccccc23)C(=O)CCl)cc1,-3,1,1,-0.2,-2,2,-1,0.1
Cc1cccc(S(=O)(=O)N2C[C@H](O)COC[C@@H]3O[C@@H](CC(=O)NCCCN4CCOCC4)CC[C@H]32)c1,-1,-4,1,0.0,1,4,-1,-0.1
O=C(CO/N=C/c1c(Cl)cccc1Cl)NNC(=O)c1ccc(Cl)cc1,2,-7,4,0.7,-5,0,1,-0.1
O=C1COc2ccc(-c3n[nH]c(=O)c4ccccc34)cc2N1,-25,-7,-5,0.2,5,/,-7,0.0
CC(=O)Nc1ccc2c(c1)C(=O)N(C)[C@H]1CC[C@H](CC(=O)NCC3CCCCC3)O[C@H]1CO2,/,-6,/,0.0,/,-4,/,0.1
C=CCn1c(=O)c2ccccc2n2c(SCC(C)=O)nnc12,8,-7,3,/,4,-1,1,-0.1
c1ccc2c(c1)NCC1CCCN21 (centres undefined),0,-7,-2,/,5,0,-3,0.2
C[C@H]1CN([C@@H](C)CO)S(=O)(=O)c2ccc(C3=CCCC3)cc2O[C@H]1CN(C)C(=O)c1ccncc1,-14,2,-1,2.2,-3,-21,6,-0.9
CCN1/C(=C/c2ccc3cc(C)cc(C)c3[n+]2CC)Sc2cc(C)ccc21,i,-55,7,/,16,i,35*,110*

# Overlap with the part before: 2 entries; new compounds follow.
SMILES,RAD52 anneal inh,esBAF inh,ERp5 inh,E-sel inducer,S100A4 MyoIIA,RAD54 branch,ERAP1 inh,XiGFP reactiv
C[C@H]1CN([C@@H](C)CO)S(=O)(=O)c2ccc(C3=CCCC3)cc2O[C@H]1CN(C)C(=O)c1ccncc1,-14,2,-1,2.2,-3,-21,6,-0.9
CCN1/C(=C/c2ccc3cc(C)cc(C)c3[n+]2CC)Sc2cc(C)ccc21,i,-55,7,/,16,i,35*,110*
O=C(NC1CCCc2ccccc21)c1cccc(F)c1 (centres undefined),-7,-4,1,/,-1,2,-6,0.2
CC(=O)Nc1ccc(Nc2nc(C(F)(F)F)nc3c2nnn3Cc2ccccc2Cl)cc1,3,-6,3,/,-24,5,0,0.2
Fc1ccc(-c2nc3ccc(Cl)cn3c2Cc2cccc(Cl)c2)cc1,-121,2,2,0.5,1,0,0,-0.1
O=C(C[C@@H]1CC[C@@H]2[C@H](COC[C@@H](O)CN2C(=O)Cc2ccccc2)O1)NC1CCC1,13,3,7,0.1,51,-9,-41,0.2
COCc1nnc(NC(=O)c2ccc3c(c2)OCO3)s1,-12,31,4,-5.2,-17,0,-1,0.0
Cc1ccc(-n2c(SCC(N)=O)nnc2-c2cnccn2)cc1,-23,-6,2,0.3,-1,-5,-1,0.1
CCN1C(=O)C(CC(=O)NC)N(NC(=O)c2ccccc2)C1=S (centres undefined),/,-7,/,-0.8,/,0,/,-0.1
O=C(C1CCCO1)N1CCN(C(=S)Nc2ccc(F)c(Cl)c2)CC1 (centres undefined),2,3,-6,/,11,-9,2,0.0
